Screens deposited in PubChem BioAssay by National Center for Advancing Translational Sciences (NCATS).
RECQ1 inh: qHTS Assay for Inhibitors of RecQ-Like Dna Helicase 1 (RECQ1); RECQ1 DNA unwinding, red fluorescence kinetic read; AID 2549, 2010; Potency, µM (top dose mostly 57.3 µM), inactives show at the top dose activity, negative = inhibition, usual class: inhibitors; 240,000 tested, 0.54% active; ATP-dependent DNA helicase Q1 (Homo sapiens), P46063;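 also: plate controls were vehicle for no effect and no enzyme for full effect; nearly all actives have a fitted effect of over 30% in size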
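RECQ1T1 50 nM; forked duplex (20 bp + 30-nt ss tails) 200 nM, ATP 2 mM final; pH 8.0, 2 mM MgCl2, 2.5 ug/ml poly(dI-dC); 15 min compound preincubation; discontinuous kinetic read over 2 h at RT.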
Tau fluor counter: Counterscreen qHTS for Inhibitors of Tau Fibril Formation, Fluorescence Polarization. tau K18 P301L Alexa594 fluorescence, heparin fibrillization. Potency, µM (series often up to 57.7 µM), inactives show at the top dose activity change, negative = decrease. 280,000 tested, 0.93% active. AID 1463, 2008; also: % is scaled to controls: 0 for no effect and ±100 for the full control effect; nearly all actives have a fitted effect of over 55% in size
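Human K18 P301L tau (15 uM unlabeled plus 0.24 uM Alexa 594-labeled, final) in 100 mM sodium acetate pH 7 was mixed with compound and 20 uM heparin and incubated 6 hr at 37 C.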
TRb-SRC2 inh: qHTS for Inhibitors of the Interaction of Thyroid Hormone Receptor and Steroid Receptor Coregulator 2; Thyroid hormone receptor beta (Homo sapiens), P10828; TRbeta-SRC2 peptide binding, fluorescence polarization; receptor liganded with 1 µM T3; Potency, µM (series often up to 106 µM), for the others: at the top dose activity change, negative = inhibition, usual class: inhibitors; 280,000 tested, 0.065% active;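 also: plate controls were bound peptide for no effect and peptide without receptor for full effect; nearly all actives have a fitted effect of over 50% in size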
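Fluorescence polarization of 20 nM Texas Red SRC2 peptide with 0.6 uM human TRb ligand-binding domain, in Tris buffer with 1uM T3 and 5% DMSO. Incubated 5 hr ambient; normalized to unbound and bound controls.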
Tau ThT inhib: qHTS for Inhibitors of Tau Fibril Formation, Thioflavin T Binding; Microtubule-associated protein tau (Homo sapiens), P10636; recombinant tau K18 P301L, heparin-induced fibrillization, ThT fluorescence; 270,000 tested, 2.1% active; AID 1460, 2008; Potency, µM (top dose mostly 57.4 µM), inactives show top-dose activity, negative = inhibition, usual class: inhibitors; also: % is scaled to controls: 0 for no effect and ±100 for the full control effect; nearly all actives have a fitted effect of over 55% in size
Target sequence (P10636 561-689 P618L limits assumed): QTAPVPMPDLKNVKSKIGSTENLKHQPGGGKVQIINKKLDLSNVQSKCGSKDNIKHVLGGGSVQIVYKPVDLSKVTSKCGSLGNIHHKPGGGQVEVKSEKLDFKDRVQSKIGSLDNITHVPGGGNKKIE
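ThT emission at 510 nm, taken 1 hr after adding 30 uM dye, quantifies aggregates formed when 20 uM heparin acts on human tau K18 P301L for 6 hr at 37 C.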
HTT ATP protect: qHTS Multiplex Assay to Identify Dual Action Probes in a Cell Model of Huntington: Cytoprotection (ATP); AID 1471, 2008; Potency, µM (titrated, usually from 56.4 µM), for the others: cytoprotection (ATP increase), most hits filed as activators; 230,000 tested, 0.14% active; PC12 HTT-Q103 induced, cytoprotection, ATP luminescence, 40 h;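 also: % of control where 0% means no effect; nearly all actives have a fitted effect of over 45% in size; toxic huntingtin expression switched on by the ecdysone agonist tebufenozide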
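ATP quantification (ATPlite) reports survival of PC12 cells in which tebufenozide, 100 nM final, switches on Htt exon 1 with 103 glutamines linked to GFP; compounds are titrated.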
TR SRC2 fluor cs: Total Fluorescence Counterscreen for Inhibitors of the Interaction of Thyroid Hormone Receptor and Steroid Receptor Coregulator 2. Potency, µM (highest dose often 106 µM), inactives show top-dose fluorescence change, negative = quenching. 280,000 tested, 0.29% active. AID 1479, 2009. TRb/SRC2 Texas Red total fluorescence interference; active = well fitted curve in either direction with a large enough effect; inconclusive = small, poorly fitted or top-dose-only effect; also: % is scaled to controls: 0 for no effect and ±100 for the full control effect
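Human TRβ ligand-binding domain (0.6 uM) and Texas Red SRC2 peptide (20 nM) in Tris buffer with 1 uM T3 and 5% DMSO were incubated with pinned compound for 5 hr at ambient temperature. Total fluorescence was computed as S + 2P (555/632 nm).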
L3MBTL1 block: qHTS Assay for the Inhibitors of L3MBTL1; AlphaScreen L3MBTL1–H3K9me1 peptide binding; Potency, µM (doses to about 57.1 µM), inactives show top-dose activity, negative = inhibition, usual class: inhibitors; 230,000 tested, 0.66% active; AID 485360, 2010; Lethal(3)malignant brain tumor-like protein 1 (Homo sapiens), Q9Y468; also: % is scaled to controls: 0 for no effect and ±100 for the full control effect; nearly all actives have a fitted effect of over 60% in size
Target sequence (Q9Y468 whole entry, looked up): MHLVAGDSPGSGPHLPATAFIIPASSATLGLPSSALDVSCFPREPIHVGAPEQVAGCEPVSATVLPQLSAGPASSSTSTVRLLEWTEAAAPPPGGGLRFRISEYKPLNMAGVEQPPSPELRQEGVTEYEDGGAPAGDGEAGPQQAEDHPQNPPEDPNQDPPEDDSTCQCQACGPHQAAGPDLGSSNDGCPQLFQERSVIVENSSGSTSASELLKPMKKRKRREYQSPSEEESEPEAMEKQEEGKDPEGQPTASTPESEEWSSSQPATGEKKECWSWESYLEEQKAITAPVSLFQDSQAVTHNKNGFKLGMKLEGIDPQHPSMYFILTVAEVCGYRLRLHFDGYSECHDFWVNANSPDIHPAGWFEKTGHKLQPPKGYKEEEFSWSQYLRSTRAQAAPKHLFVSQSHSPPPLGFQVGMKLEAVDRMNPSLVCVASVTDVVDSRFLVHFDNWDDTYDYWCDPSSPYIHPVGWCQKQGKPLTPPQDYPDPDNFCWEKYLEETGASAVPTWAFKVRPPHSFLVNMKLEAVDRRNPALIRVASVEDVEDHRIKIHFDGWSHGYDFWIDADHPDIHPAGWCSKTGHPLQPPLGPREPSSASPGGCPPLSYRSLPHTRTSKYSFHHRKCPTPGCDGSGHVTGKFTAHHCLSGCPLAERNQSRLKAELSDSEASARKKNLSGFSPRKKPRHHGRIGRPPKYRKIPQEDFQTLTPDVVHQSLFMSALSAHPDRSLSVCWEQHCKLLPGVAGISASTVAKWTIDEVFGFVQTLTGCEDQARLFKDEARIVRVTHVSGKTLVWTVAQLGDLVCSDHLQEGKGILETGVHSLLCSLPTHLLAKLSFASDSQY
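L3MBTL1 50 nM + b-AHA-H3(1-15)K9me1 75 nM, 30 min RT; compound added, 30 min RT; streptavidin donor/Ni-chelate acceptor beads 10 ug/mL each final, 30 min RT dark; AlphaScreen read.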
Tau FP inhib: qHTS for Inhibitors of Tau Fibril Formation, Fluorescence Polarization; 280,000 tested, 0.39% active; Potency, µM (highest dose often 57.7 µM), for the others: at the highest dose activity, negative = inhibition, hits mostly inhibitors; K18 P301L tau heparin fibrillization, Alexa594 FP, 6 h; AID 1468, 2008; Microtubule-associated protein tau (Homo sapiens), P10636; also: % is scaled to controls: 0 for no effect and ±100 for the full control effect; nearly all actives have a fitted effect of over 55% in size
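Read-out: fluorescence polarization of Alexa 594-labeled tau (0.24 uM), 555 nm excitation, 632 nm emission. Mixtures held 15 uM unlabeled K18 P301L, compound and 20 uM heparin, pH 7 acetate buffer, incubated 6 hr at 37 C.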
Starred values were filed as active, the others as inactive; i = inactive; ? = inconclusive; . = no result given; & = joins results of further samples; [ ] = remark or other dose. Unless noted, calls follow the shape of the dose curve; as a rule, active = well fitted curve in the direction sought with a large enough effect; inconclusive = small, poorly fitted or top-dose-only effect, or another doubt; inactive = no such curve, though single readings can be large; an effect the other way counts as inactive or inconclusive. Potency is read from the fitted curve at half-maximal effect. A portion of the library, so the mix of outcomes need not match the whole.

SMILES	RECQ1 inh	Tau fluor counter	TRb-SRC2 inh	Tau ThT inhib	HTT ATP protect	TR SRC2 fluor cs	L3MBTL1 block	Tau FP inhib
OCC(O)[C@H]1O[C@@H]2O[C@H](C(Cl)(Cl)Cl)O[C@@H]2[C@H]1O (some centres not stated)	-7%	1%	-8%	6%	-33%	2%	.	0%
C=CCn1c(O)c(C=Nc2c(C)n(C)n(-c3ccccc3)c2=O)c(=O)[nH]c1=O	2%	-2%	-3%	-2%	-9%[10 µM]	0%	11%	-5%
CN1C(=O)C(=Cc2ccccc2Oc2ccc(Cl)c(F)c2)C(=O)N(C)C1=O	-7%	-4%	2%	?	-15%	-3%	11%	0%
CCOc1ccc(N2C(=O)/C(=C\c3cccs3)C(=O)NC2=S)cc1	-21%	8%	13%	?	16%	4%	25µM*	?
CCOC(=O)c1ccc(N2C(=O)c3n[nH]c(-c4cccs4)c3C2c2ccc(Cl)cc2Cl)cc1 (configuration not stated)	.	-24%	0%	-6%	.	-1%	.	?
O=C(C1CCC(=O)N1Cc1ccc(F)cc1)N1CCC2(CC1)OCCO2 (configuration not stated)	-1%	1%	-7%	0%	11%	-1%	-4%	-3%
CN(C)CC1CSCCC1(O)c1ccc(C(F)(F)F)cc1 (configuration not stated)	-1%	-2%	-7%	-5%	.	-6%	5%	4%
CC1CC(Cl)CCC1C(=O)OC(C)(C)C (configuration not stated)	-10%	-4%	0%	3%	.	-4%	.	-1%
CCN1CCN(S(=O)(=O)c2ccc(Cl)nc2)CC1	-4%	7%	-5%	3%	-8%	4%	0%	-1%
CC1CCC/C=C/C2CC(O)CC2C(O)/C=C/C(=O)O1 (configuration not stated)	-10%	-5%	-25%	-2%	-80%[inhibitor]	0%	.	2%
CC(=O)CCC(C)=O	0%	.	-4%	.	-3%	-2%	3%	.
CCCCn1c(=O)c(C(=O)NCc2ccncc2)c(O)c2ccccc21	-1%	-11%	-5%	?	-28%[10 µM]	0%	4%	5%
CC/C(=N\NC(=O)Nc1ccccc1)c1c(O)n(Cc2ccccc2)c(=O)[nH]c1=O	-13%	-24%	5%	-11%	-6%[10 µM]	-1%	-6%	-9%
CCOc1ccc2nc(NC(=O)c3cccn(Cc4ccccc4)c3=O)sc2c1	.	-27%	-11%	6%	.	-2%	.	?
CCOC(=O)c1c(C)n(Cc2ccccc2)c2ccc(OCC(O)Cn3nc(C)nc3C)cc12 (configuration not stated)	-7%	-4%	-14%	?	-13%[10 µM]	-2%	-7%	3%
OC12Oc3ccccc3C=C1N1CCC2CC1 (configuration not stated)	-13%	-2%	5%	-5%	0%	1%	3%	-1%
COc1ccc(C2N3CC(C)(C)CN23)cc1 (configuration not stated)	4%	4%	-4%[53 µM]	0%	-8%[10 µM]	-1%[53 µM]	7%	0%
CCCCOC(C)=O	0%	.	0%	.	-18%	-3%	.	.
COc1ccc(C(=O)c2nc3ccccc3n2C(C)C)cc1	-5%	9%[2.34 µM]	-8%	-7%	29%[10 µM]	0%	3%	-1%
COc1ccccc1/C=N/N=C(/N)N[N+](=O)[O-]	-4%	-14%	16%	-19%	-8%[10 µM]	-1%	.	0%
COc1ccc(OCC(=O)N2CCN(C3CCC(c4ccccc4)CC3)CC2)cc1 (configuration not stated)	-4%	-4%	2%	-13%	6%[10 µM]	1%	-5%	4%
CC1CN(O)C2CCc3nonc3C12O (configuration not stated)	i	-12%	-7%	?	12%	0%	.	-6%
O=C(Cn1ncc2ccccc21)N1CCC2(CC1)OCCO2	i	-12%	-2%	-18%	-20%	-1%	-6%	-10%
CCCN1CCCC2Cc3nc(N)ncc3CC21 (configuration not stated)	i	-2%	0%	1%	-28%	-2%	.	-2%
CCOC(=O)C1(Cc2ccc(Cl)cc2)CCN(C(C)CCn2cccn2)CC1 (configuration not stated)	i	-6%	1%	-3%	-7%[10 µM]	-7%	-3%	-3%
Cc1cc(/C=C2\C(=O)NC(=O)N(c3cccc(Br)c3)C2=O)c(C)n1C	-16%	8%	10%	-2%	15%[10 µM]	-1%	-1%	-13%
C[C@H]1O[C@H](O[C@H]2[C@H](O)[C@@H](O)[C@@H](O)[C@H](O)[C@@H]2O)[C@@H](N)C[C@@H]1NC(=N)C(=O)O	0%	0%	-11%	?	.	0%	.	4%
c1ccc2c(NC3=NCCS3)cccc2c1	-6%	-11%	1%	-6%	-1%	-3%	.	-11%
CN1C[C@@H](C(=O)N[C@@]2(C)O[C@]3(O)C4CCCN4C(=O)[C@@H](Cc4ccccc4)N3C2=O)C=C2c3cccc4[nH]cc(c34)C[C@@H]21 (some centres not stated)	?	?	-9%	?	-1%[1.9 µM]	?	.	?
Cc1ccc(C(C)C)c(OCC(=O)N2CCN(CCc3ccncc3)CC2)c1	.	-2%	-1%	3%	.	-11%	.	-6%
O=S(=O)(c1ccc(Cl)cc1Cl)N1CCCC1c1cccnc1 (configuration not stated)	3%	-10%	1%	-5%	-7%[10 µM]	-1%	-14%	-4%
Clc1ccc(C(c2ccc(Cl)cc2)n2cc[n+](CC(OCc3ccc(Cl)cc3Cl)c3ccc(Cl)cc3Cl)c2)cc1 (configuration not stated)	?	-5%	1%&1%	?	.	-9%&-3%	5%	-2%
COc1ccccc1-n1c(CNCC2CCCO2)nc2ccccc2c1=O (configuration not stated)	-5%	-4%	-1%	?	.	1%	-4%	7%
Cc1ccsc1C(=O)C1CCCN(CCO)C1 (configuration not stated)	-5%	-1%	4%	4%	-24%	1%	-2%	-5%
CCCOC(=O)C1C2c3ccccc3C(c3ccccc32)C1C(=O)O (configuration not stated)	i	6%	1%	1%	.	-4%	1%	-12%
O=[N+]([O-])c1ccc(Nc2ccccc2)cc1	-1%	2%	0%[201 µM]	6%	9%[10 µM]	-1%[201 µM]	50%[activator]	-4%
Cn1ccnc1P(=S)(c1nccn1C)c1nccn1C	i	3%	1%	-5%	10%[10 µM]	-3%	7%	8%
COc1ccc(-n2c(O)c(/C(C)=N/Nc3ccccc3)c(=O)[nH]c2=O)cc1	-6%	-8%	-2%	-13%	-9%[10 µM]	-1%	1%	4%
C=CCOC(=O)C1=C(C)OC(N)=C(C(=O)OCC)C12C(=O)N(CC(N)=O)c1ccccc12 (configuration not stated)	i	-16%	-10%	?	-26%	0%	54%[activator]	?
CCOc1c(Cl)cc(CNC(C)C(O)c2ccccc2)cc1OC (configuration not stated)	i	-7%	6%	-7%	-20%	-1%	-2%	5%
N=Cc1c(O)n(-c2ccccc2)c(=O)n(-c2ccccc2)c1=O	1%	-16%	4%	-14%	0%[10 µM]	-3%	2%	-6%
CCOC(=O)c1c(C)n(COCCO)c2ccc(O)cc12	i	-5%	-17%	?	-19%	0%	0%	5%
O=C(Cc1cc(=O)[nH][nH]1)N/N=C/c1cccc2ccccc12	-6%	?	-4%	3.2µM*	-12%	-6%	.	?
O=C(CN1CCN(Cc2cccc(Cl)c2)C1=O)N1CCC2(CC1)OCCO2	-8%	-10%	2%	-12%	14%	4%	.	5%
C=C(c1ccccc1)P(=O)(O)O	-7%	-7%	1%	-5%	.	-5%	7%	-2%
NC1C[C@H]1c1ccccc1 (some centres not stated)	11%	-22%	1%	?	.	-1%	.	-7%
COc1cc(CC(=O)OCC2=C[C@H]3[C@@H]4C(C)(C)[C@]4(OC(C)=O)[C@H](OC(=O)Cc4ccccc4)[C@@H](C)[C@]3(O)[C@@H]3C=C(C)C(=O)[C@@]3(O)C2)ccc1O	i	?	4%	?	.	-10%	.	?
O=C1NCN(c2ccccc2)C12CCN(CCCOc1ccc(F)cc1)CC2	1%&-10%	0%&-8%&-13%	6%&0%&6%	?	-24%	-2%&-1%&0%	.	?

5 compounds from above, showing only RECQ1 inh and TRb-SRC2 inh.
structure	RECQ1 inh	TRb-SRC2 inh
O=C(CN1CCN(Cc2cccc(Cl)c2)C1=O)N1CCC2(CC1)OCCO2	-8%	2%
C=C(c1ccccc1)P(=O)(O)O	-7%	1%
NC1C[C@H]1c1ccccc1 (some centres not stated)	11%	1%
COc1cc(CC(=O)OCC2=C[C@H]3[C@@H]4C(C)(C)[C@]4(OC(C)=O)[C@H](OC(=O)Cc4ccccc4)[C@@H](C)[C@]3(O)[C@@H]3C=C(C)C(=O)[C@@]3(O)C2)ccc1O	i	4%
O=C1NCN(c2ccccc2)C12CCN(CCCOc1ccc(F)cc1)CC2	1%&-10%	6%&0%&6%

A second format for two compounds above:
SMILES,RECQ1 inh,Tau fluor counter,TRb-SRC2 inh,Tau ThT inhib,HTT ATP protect,TR SRC2 fluor cs,L3MBTL1 block,Tau FP inhib
O=C(CN1CCN(Cc2cccc(Cl)c2)C1=O)N1CCC2(CC1)OCCO2,-8%,-10%,2%,-12%,14%,4%,.,5%
C=C(c1ccccc1)P(=O)(O)O,-7%,-7%,1%,-5%,.,-5%,7%,-2%
